Source: PubChem
DNMT1 block = DNMT1 (human) enzyme inhibition | DNMT1 molecular beacon, Hinp1I cleavage, fluorescence | 360,000 tested, 0.83% active | inhibition (reported as % activation of signal), % at 10 µM; in the data active = inhibition above about 50%
NadD block = NadD (S. aureus) enzyme inhibition; purified NadD enzyme, colorimetric absorbance read-out; inhibition, % at 20 µM; 360,000 tested, 0.78% active; in the data active = inhibition above about 26%; note: some compounds past the cut are filed as inactive
Tb MetRS inh = blocks T. brucei methionyl-tRNA synthetase activity; purified T. brucei MetRS, ATP depletion, Kinase-Glo luminescence; inhibition, % at 11.9 µM; 360,000 tested, 0.4% active; AID 624268;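 active = inhibition above a per-plate cutoff of the control wells' mean inhibition plus 3 SD, cut at about 5.5% in these data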;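 note: 0% = DMSO wells median and 100% = median of wells with control inhibitor compound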
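Measured by: Kinase-Glo luciferase luminescence reporting remaining unconsumed ATP. Material: purified T. brucei MetRS enzyme. Doses: 11.9 µM compound single dose, 0.9% DMSO. Medium: HEPES buffer containing pyrophosphatase, BSA, spermine, DTT. Times: 15 min preincubation, 2 h reaction, all 25 °C. Reagent: methionine, ATP and bulk E. coli tRNA.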
Rpn11 inh = inhibitors of human proteasome Rpn11; O00487; calls only at 20 µM; 360,000 tested, 0.59% active; AID 588493; human 26S proteasome, Ub4-pepOG fluorescence polarization; 20S core pre-blocked with epoxomicin;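 active = inhibition at 20 µM, scaled to each plate's controls, above about 33%, limit read from the data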
SUMO1 PPI mod = SUMO1-SIM interaction modulation. AID 602429. SUMO1 binding to a labelled peptide, TR-FRET, 1 h. inhibition, % at 20 µM. 360,000 tested, 0.33% active. P63165; in the data active = inhibition above about 37%
PABP1 MLLE inh = blocks PAM2 peptide binding to the PABP1 MLLE domain. GST-MLLE / FITC-PAM2 fluorescence polarization. inhibition, % at 20 µM. 360,000 tested, 0.36% active; in the data active = inhibition above about 35%, passing the limit was not always enough;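 note: plate controls were DMSO wells with GST-MLLE for no effect and wells lacking GST-MLLE protein for full effect; some results filed as inactive read as strong as hits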
Target sequence (P11940 whole entry, looked up, the tested form may be a part): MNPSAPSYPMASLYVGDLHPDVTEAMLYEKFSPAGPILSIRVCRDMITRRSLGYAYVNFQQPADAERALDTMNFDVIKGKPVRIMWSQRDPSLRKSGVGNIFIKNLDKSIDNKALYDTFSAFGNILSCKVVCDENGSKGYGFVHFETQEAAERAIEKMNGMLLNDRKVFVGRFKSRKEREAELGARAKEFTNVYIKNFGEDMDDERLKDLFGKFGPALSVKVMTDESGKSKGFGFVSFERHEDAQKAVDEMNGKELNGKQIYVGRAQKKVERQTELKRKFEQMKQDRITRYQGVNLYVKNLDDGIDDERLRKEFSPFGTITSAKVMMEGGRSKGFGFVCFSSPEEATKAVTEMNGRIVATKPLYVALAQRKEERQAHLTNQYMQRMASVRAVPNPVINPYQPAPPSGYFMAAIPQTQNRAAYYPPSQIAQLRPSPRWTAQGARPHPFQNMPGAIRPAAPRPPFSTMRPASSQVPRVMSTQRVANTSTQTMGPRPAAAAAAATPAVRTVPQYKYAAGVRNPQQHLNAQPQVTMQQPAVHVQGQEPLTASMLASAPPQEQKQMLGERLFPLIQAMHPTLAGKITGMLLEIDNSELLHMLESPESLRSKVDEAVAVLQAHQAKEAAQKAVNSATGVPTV
LMPTP block = blocks human LMPTP phosphatase | recombinant LMPTP-A, OMFP fluorogenic substrate, fluorescence intensity | 360,000 tested, 0.22% active | P24666 | inhibition, % at 20 µM;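 active = compounds that cut the enzyme signal by at least half of the control window in the single-dose screen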;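 note: plate controls were DMSO wells with enzyme plus substrate for no effect and substrate without enzyme for full effect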
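Assay system: LMPTP-A phosphatase enzyme | Input: 0.625 nM enzyme | Also added: Fluorogenic phosphatase substrate OMFP at 400 µM final | Compound dosing: One test concentration per compound, 20 µM, with 3% DMSO overall | Schedule: 50 min enzyme reaction at room temperature, protected from light | Signal: Fluorescence intensity | Benchmarks: no-enzyme and uninhibited controls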
STEP block = STEP (human) phosphatase inhibition; P54829; recombinant STEP, OMFP fluorogenic substrate, fluorescence; inhibition, % at 20 µM; 360,000 tested, 0.25% active; AID 588621;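 active = inhibition at 20 µM, scaled per plate between control wells, above about 37%, limit read from the data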;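 note: 0% = DMSO with enzyme and substrate and 100% = substrate only without enzyme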
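medium = Bis-Tris buffer pH 6.0, 2.5 mM DTT, 0.005% Tween 20 | test system = STEP (striatal-enriched tyrosine phosphatase) enzyme, cell-free | measure = normalized % inhibition | compound dosing = 20 µM, 1% DMSO | also added = 25 µM OMFP | schedule = reaction 20 min, ambient temperature | measured by = fluorescence read at 480 nm ex / 540 nm em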
CSN deneddyl inh = inhibitors of human CSN-mediated cullin deneddylation | Q92905 | Purified CSN, SCF-Nedd8-OG deneddylation, fluorescence polarization | inhibition, % at 12.5 µM | 360,000 tested, 0.38% active;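 active = pattern-corrected inhibition above about 35%, with an unprinted fluorescence ratio check between 0.5 and 1.5, limit read from the data, passing the limit was not always enough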;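 note: 0% = enzyme with substrate and 100% = substrate without enzyme; some results filed as inactive read as strong as hits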
Target sequence (Q92905 whole entry, looked up, one chain of several): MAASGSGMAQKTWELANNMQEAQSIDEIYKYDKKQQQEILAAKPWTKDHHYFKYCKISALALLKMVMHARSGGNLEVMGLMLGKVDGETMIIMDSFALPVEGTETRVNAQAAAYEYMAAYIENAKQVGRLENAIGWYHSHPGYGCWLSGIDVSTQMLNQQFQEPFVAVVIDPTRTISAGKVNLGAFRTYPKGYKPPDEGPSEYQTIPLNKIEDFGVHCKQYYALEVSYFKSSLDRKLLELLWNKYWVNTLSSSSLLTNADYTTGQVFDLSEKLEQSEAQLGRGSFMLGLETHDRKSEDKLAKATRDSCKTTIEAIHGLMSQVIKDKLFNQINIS
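Detection – fluorescence polarization · System – HEK293T-derived human Csn5 enzyme · Controls – substrate-only high control, full reaction low control · Timing – 90 min, room temperature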
Scp-1 inhibitor = blocks human Scp-1 phosphatase activity; Q9GZU7; Recombinant Scp1, phosphopeptide, malachite green phosphate absorbance; inhibition, % at 20 µM; 340,000 tested, 0.88% active;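 active = inhibition above about 50% at 20 µM, limit read from the data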;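 note: plate controls were DMSO wells with enzyme for no effect and wells lacking enzyme for full effect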
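Material – SCP-1 phosphatase catalytic domain, residues 76-261 · Buffer or medium – Acidic Tris acetate buffer with magnesium and detergent · Also added – Phospho 17-mer peptide substrate · Compound – single 20 µM dose, 1% DMSO · Times – 45 min room-temperature reaction, 5 min colour, 30 min stabiliser · Technique – Phosphate-binding colour reagent, absorbance read at 630 nm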
* hit, by the source's call; i = inactive; . = no result given.

Abbreviations – A = DNMT1 block; B = NadD block; C = Tb MetRS inh; D = Rpn11 inh; E = SUMO1 PPI mod; F = PABP1 MLLE inh; G = LMPTP block; H = STEP block; I = CSN deneddyl inh; J = Scp-1 inhibitor
> COC(=O)c1c(C(=O)OC)c(-c2ccc(F)cc2)n2c1CSC2
  A: -1	B: -3	C: 0.3	D: i	E: -2	F: 6	G: 2.1	H: 1	I: 1	J: 2
> COc1ccccc1NC(=O)Cc1nnc(SCC(=O)Nc2ccc(F)cc2F)n1C
  A: -1	B: -5	C: -0.7	D: i	E: 1	F: 4	G: -1.2	H: 1	I: -1	J: -8
> COc1ccccc1-c1nnc(Sc2nc([N+](=O)[O-])nn2C)o1
  A: 10	B: -7	C: -0.3	D: i	E: -24	F: -21	G: -1.4	H: -2	I: -4	J: -2
> COc1cccc(/C=N/N2C(=O)CSC2=S)c1O
  A: -7	B: 12	C: -0.6	D: i	E: 8	F: 22	G: -1.4	H: 4	I: 0	J: -9
> CCCCNC(=O)c1ccc2c(c1)C(=O)N(Cc1ccncc1)C2=O
  A: 0	B: 4	C: -0.5	D: i	E: -40	F: -2	G: -0.7	H: 1	I: 6	J: -5
> CCOC(=O)c1c(NC(=O)c2cc(C)oc2C)sc(C(=O)Nc2ccc(Cl)cc2)c1C
  A: -5	B: 24	C: -0.7	D: i	E: -13	F: -17	G: -0.4	H: -2	I: 7	J: 3
> Cc1c2n(c3ccccc13)CCN(C)C2
  A: 4	B: 0	C: 0.0	D: i	E: -7	F: -8	G: -0.8	H: 3	I: 10	J: -6
> COc1ccc(C2N(C(=O)CN3CCOCC3)CCN2S(=O)(=O)c2ccccc2)cc1 (stereo not drawn)
  A: 0	B: -2	C: -0.5	D: i	E: 3	F: -6	G: -1.5	H: -1	I: -2	J: -7
> Cc1cc(C(O)c2ncc(-c3ccc(Oc4ccccc4)cc3)[nH]2)ccc1F (stereo not drawn)
  A: -5	B: 7	C: -0.3	D: i	E: 2	F: 0	G: 3.3	H: 3	I: -3	J: .
> Cc1nc(NC(=O)CSc2nnc(-c3ccncc3)n2C)sc1C
  A: 1	B: -1	C: -0.5	D: i	E: 0	F: 9	G: -1.3	H: -4	I: 4	J: 4
> CCCC(=O)C1=C(O)C(c2cccc(Oc3ccccc3)c2)CCC1=O (stereo not drawn)
  A: 3	B: 6	C: -1.0	D: i	E: 4	F: 9	G: 0.2	H: -1	I: 3	J: -4
> COc1ccccc1CCNC(=O)c1ccc(NC(=O)CC2SC(N3CCCCC3)=NC2=O)cc1 (stereo not drawn)
  A: 1	B: 1	C: -0.5	D: i	E: 0	F: 9	G: -0.2	H: 0	I: 1	J: -2
> COc1ccc(C2=NS(=O)(=O)N(C)C(C(=O)N3CCCCC3C)=C2)cc1 (stereo not drawn)
  A: 0	B: -7	C: -0.3	D: i	E: -11	F: 2	G: 0.4	H: 2	I: -7	J: -7
> O=C(/C=C/c1ccccc1Cl)NCc1ccccc1
  A: -5	B: -7	C: -0.2	D: i	E: -6	F: -11	G: 1.4	H: 2	I: -5	J: -3
> Cn1cnnc1SCc1ccccc1
  A: 3	B: -4	C: -0.4	D: i	E: 1	F: -7	G: -0.8	H: -2	I: 6	J: -2
> COc1ccc(NC(=O)c2ccccc2NC(=O)c2cccs2)cc1
  A: -3	B: -2	C: 0.1	D: i	E: -1	F: -4	G: 2.7	H: 0	I: -2	J: -3
> COC(=O)c1ccccc1NC(=O)COC(=O)CO/N=C(\C)c1ccc2c(c1)OCO2
  A: -2	B: -11	C: -0.2	D: i	E: -1	F: 4	G: 4.1	H: 2	I: 8	J: -9
> COc1ccc(C(=O)NC2CCN(C(=O)Nc3ccc(F)cc3)CC2)cc1
  A: 0	B: 2	C: -0.3	D: i	E: -4	F: 2	G: 0.1	H: -2	I: 6	J: -2
> COc1ccc(-c2csc3ncnc(N4CCN(S(=O)(=O)c5ccccc5C#N)CC4)c23)cc1
  A: -7	B: 9	C: -0.2	D: i	E: -42	F: 1	G: 3.3	H: -1	I: 3	J: 9
> CNC(=O)NC(=O)C(C)OC(=O)c1oc2ccccc2c1CSc1ccc(Cl)cc1 (stereo not drawn)
  A: 4	B: -2	C: -1.1	D: i	E: -2	F: -17	G: 2.9	H: -2	I: 0	J: -15
> CCN(CC)S(=O)(=O)c1ccc(N2CCCC2)c(NC(=O)c2ccc([N+](=O)[O-])o2)c1
  A: -9	B: -4	C: -0.3	D: i	E: -27	F: 0	G: 1.4	H: -3	I: -1	J: -1
> O=C(Oc1c(CN2CCOCC2)cc(Cl)c2cccnc12)c1cccs1
  A: -2	B: 2	C: 0.4	D: i	E: -7	F: 2	G: -0.1	H: 2	I: 5	J: -7
> Cc1cc(C)n(-c2nc(NCCCN(C)C)c3c4c(sc3n2)COC(C)(C)C4)n1
  A: -1	B: -3	C: -1.1	D: i	E: -6	F: 7	G: 1.3	H: 1	I: 1	J: 3
> Cc1cccc(NC(=O)CS(=O)(=O)c2cn(C)c3ccccc23)c1C
  A: -3	B: 1	C: -0.6	D: i	E: -1	F: -3	G: -1.3	H: -2	I: -3	J: -2
> CCCCN(C)c1c(C)nc2ccc(C(=O)NCCCn3ccnc3)cn12
  A: -3	B: 1	C: -0.4	D: i	E: -3	F: 4	G: -2.4	H: 0	I: -3	J: .
> O=C(OCc1ccccn1)c1ccc(COc2ccc3ccccc3c2)o1
  A: -11	B: 11	C: 0.3	D: i	E: -1	F: 1	G: 5.4	H: 2	I: 4	J: 0
> Cn1c(C(O)C(O)c2ccccc2)nc2ccccc21 (stereo not drawn)
  A: 6	B: 0	C: 0.1	D: i	E: -4	F: 16	G: 0.1	H: -1	I: 44	J: -2
> COc1ccc(NC(C)=O)cc1S(=O)(=O)N1CCN(Cc2cccs2)CC1
  A: 10	B: -6	C: -0.8	D: i	E: 0	F: 0	G: 0.3	H: 0	I: 3	J: 15
> CC(=O)N1c2ccc(C)cc2Sc2c1ccc1ccccc21
  A: -12	B: -2	C: 0.1	D: i	E: -10	F: -5	G: 2.1	H: 1	I: 6	J: -10
> O=[N+]([O-])c1ccc2nc(-c3ccccc3[N+](=O)[O-])[nH]c2c1
  A: -3	B: -3	C: -0.5	D: i	E: -20	F: 7	G: 0.0	H: 1	I: 6	J: -1
> O=C1c2ccccc2OCOc2ccccc21
  A: 1	B: -4	C: -0.5	D: i	E: -1	F: 12	G: 1.3	H: 3	I: 3	J: 2
> CCCCOc1ccc(CSc2nc(C)[nH]c2[N+](=O)[O-])cc1[N+](=O)[O-]
  A: -5	B: 1	C: -0.1	D: i	E: -20	F: -6	G: 1.7	H: -1	I: -3	J: -4
> O=C(CC(NC(=O)c1ccccc1)c1ccccc1)Nc1cccc2ccccc12 (stereo not drawn)
  A: 24	B: 2	C: -0.1	D: i	E: 3	F: 12	G: -0.1	H: 2	I: -1	J: -4
> Cc1ccc(OCC(=O)N(C)CC(=O)N(CC(C)C)c2c(N)n(CC(C)C)c(=O)[nH]c2=O)c(C)c1
  A: 3	B: 2	C: -0.1	D: i	E: 3	F: -13	G: -0.5	H: 2	I: -1	J: -6
> C=CC[N+](C)(C)CC(=O)OCc1ccccc1
  A: 1	B: -5	C: -0.2	D: i	E: 3	F: 1	G: -3.8	H: -1	I: -1	J: -5
> COc1cc2c(cc1NC(=O)c1ccco1)CCCC2
  A: -6	B: 3	C: -0.6	D: i	E: 3	F: -6	G: 2.6	H: 0	I: 1	J: -5
> O=C(COC(=O)COc1ccccc1F)NCCc1ccc(F)cc1
  A: -4	B: 0	C: 0.0	D: i	E: -2	F: 2	G: 0.0	H: 0	I: 6	J: -4
> COc1cc(Cl)ccc1OCc1cc(C(=O)NCc2cc(C(C)C)no2)no1
  A: 1	B: -4	C: -0.4	D: i	E: 2	F: 7	G: 1.8	H: 2	I: -3	J: -9
> COc1ccccc1-n1c(=O)[nH]c2c(C(N)=O)nc(CC(C)C)nc21
  A: -1	B: -3	C: 0.9	D: i	E: 5	F: 15	G: -1.5	H: -1	I: -1	J: -3
> O=C(CN1C(=O)NC2(CCCCC2)C1=O)NCC(=O)Nc1ccc(F)c(F)c1
  A: 3	B: -6	C: -0.3	D: i	E: 0	F: 16	G: -1.8	H: -1	I: 0	J: -2
> CCN1C(Nc2ccccc2)=NC[C@@H]1Cc1ccccc1
  A: 1	B: 1	C: 0.0	D: i	E: 7	F: 3	G: -0.8	H: 3	I: 4	J: 0
> Cc1[nH]c2ccccc2c1/C=N/n1cnnc1
  A: 0	B: -6	C: -1.3	D: i	E: -3	F: 6	G: -0.4	H: -1	I: -1	J: -12
> COc1ccc(-c2c(-c3cc(OC)cc(OC)c3)sc3ccc(OC)cc23)cc1
  A: 4	B: -4	C: 0.9	D: i	E: 9	F: 0	G: 1.6	H: -2	I: -4	J: -9
> COc1cc(C(=O)NNC(=O)CN2C(=O)NC(C)(c3ccc(C)cc3)C2=O)cc(OC)c1OC (stereo not drawn)
  A: 2	B: 4	C: 0.0	D: i	E: 5	F: -7	G: -0.3	H: -1	I: 3	J: -7
> Cc1ccc(C(=O)Nc2cccc(Oc3ccccc3)c2)o1
  A: -14	B: -3	C: 0.2	D: i	E: -3	F: -5	G: 0.9	H: -2	I: -2	J: -7
> O=C1CCC(C(=O)N2CCSCC2)CN1CCc1cccc(F)c1 (stereo not drawn)
  A: 2	B: -1	C: -0.2	D: i	E: -1	F: 8	G: -1.3	H: -2	I: 1	J: -7
